# CHT block – human CHT choline transport inhibition; AID 488975; 310,000 compounds, 0.86% hits; Q9GZV3; B-score at 10 µM; CHT-expressing cells, membrane potential dye, choline response; active compounds read low;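 active = B-score over 3 SD under the library average, and starting fluorescence ratio not unusually high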;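 also: choline stimulus applied at its EC90 after an EC20 pre-addition; B-score computed on integrated fluorescence ratio after choline addition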
# Target sequence (Q9GZV3 whole entry, looked up): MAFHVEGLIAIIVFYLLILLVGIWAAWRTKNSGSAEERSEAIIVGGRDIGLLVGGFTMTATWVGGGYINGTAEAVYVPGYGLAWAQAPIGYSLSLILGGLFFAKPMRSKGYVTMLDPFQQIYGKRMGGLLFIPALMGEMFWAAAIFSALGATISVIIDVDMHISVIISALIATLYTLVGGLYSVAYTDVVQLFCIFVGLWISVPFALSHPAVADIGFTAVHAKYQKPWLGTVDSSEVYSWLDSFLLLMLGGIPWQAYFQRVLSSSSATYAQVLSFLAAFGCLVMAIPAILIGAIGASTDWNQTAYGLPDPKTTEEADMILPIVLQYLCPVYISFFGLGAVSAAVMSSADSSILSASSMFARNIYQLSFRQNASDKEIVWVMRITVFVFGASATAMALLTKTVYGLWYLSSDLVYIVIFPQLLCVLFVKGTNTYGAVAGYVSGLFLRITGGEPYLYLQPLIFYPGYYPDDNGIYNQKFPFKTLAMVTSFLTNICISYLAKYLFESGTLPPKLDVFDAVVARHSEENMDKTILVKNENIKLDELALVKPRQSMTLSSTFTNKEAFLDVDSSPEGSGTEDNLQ
# KCNQ2 block – KCNQ2 potassium channel inhibitors, primary screen, cell-based, CHO-K1, FluxOR thallium flux, B-score (AID 2156); O88943; 20 min; active compounds read low; B-score at 10 µM; 310,000 compounds, 1.1% hits;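 active = fluorescence ratio B-score at most minus 3 library SDs, with starting brightness B-score within 2 library SDs, cut at about -5.5 in these data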
# * marks the source's active call; other numbers are inactive results; i = inactive; x = no result given.
# Below each compound – CHT block | KCNQ2 block
> O=C(c1cnn2c(C(F)F)cc(C3CC3)nc12)N1CCc2ccccc2C1
 : i | i
> O=C(c1nc2ccc(Cl)cn2c1CNCC[C@@H]1C[C@@H]2C=C[C@H]1C2)N1CCCCCCC1
 : i | -5.8*
> Cc1c(C(=O)NC(=S)Nc2ccc(NC(=O)c3cccs3)cc2)cccc1[N+](=O)[O-]
 : i | i
> COc1ccc(CN2C(=O)c3oc4ccccc4c(=O)c3C2c2ccc(O)c(OC)c2)cc1 (configuration not stated)
 : i | i
> CC1CC(c2ccccc2)n2nc(NC(=O)CCc3ccccc3)nc2N1 (configuration not stated)
 : i | i
> O=[N+]([O-])c1ccc(COc2ccc(CNc3ccccc3)cc2)cc1
 : i | i
> CCCCCCCNC(=O)C1(CC2CC(c3ccccc3)=NO2)CCN(C(=O)OC(C)(C)C)CC1 (configuration not stated)
 : i | x
> Cc1ccc(-c2csc3nc(C(C)C)oc(=O)c23)c(C)c1
 : i | i
> CC(NC(=S)N1CCOCC1)c1ccccc1 (configuration not stated)
 : i | i
> Cc1cccc(NC(=S)N(CCCN2CCOCC2)Cc2cn(C)c3ccccc23)c1
 : i | i
> COCCN(CC1CCCN(C2Cc3ccccc3C2)C1)C(=O)c1ccc(C(C)=O)cc1 (configuration not stated)
 : i | i
> CC1=NN(c2nc3ccccc3[nH]2)C(=O)C1Cc1ccccc1 (configuration not stated)
 : i | i
> O=C1CC(c2ccccc2)CC2=C1C=Nc1ccccc1N2 (configuration not stated)
 : i | i
> CN(CC(=O)Nc1cccc(F)c1)C(=O)c1ccccc1CCc1ccccc1
 : i | -6.2*
> O=C(Cc1nc(-c2cnccn2)no1)NNC(=O)Nc1ccccc1
 : i | i
> O=C(C1=C[C@@H](c2ccc(C(F)(F)F)cc2)C[C@@H](OCCCCO)O1)N1CCN(Cc2ccccc2)CC1
 : i | i
> [O-]/C(=C(\C(=S)Nc1ccccc1F)[n+]1ccccc1)c1ccc(OC(F)F)cc1
 : i | i
> CC1CCN(CCOCCOc2ccccc2Br)CC1
 : i | i
> Cc1ccc(NC(=O)NCCN2CCCCC2)cc1C
 : i | i
> Cc1c(C(=O)Nc2ccccc2)csc1-c1ccccc1
 : i | i
> CC(Oc1ccccc1)C(=O)Nc1ccc(C(N)=O)cc1 (configuration not stated)
 : i | i
> Nc1nccc(-c2cccs2)n1
 : i | i
> COc1ccc(-n2nc3c(N4CCC(C(=O)NCc5cccc(C)c5)CC4)nnc(C)c3c2C)cc1
 : i | i
> O=C(C1=NN[C@@H]2C(=O)N(c3ccccc3C(F)(F)F)C(=O)[C@H]12)c1cnccn1
 : i | i
> OC1(CNCc2ccccc2)C2CC3CC(C2)CC1C3 (configuration not stated)
 : i | i
> CC(=O)N1CCC(=NNC(=O)CSc2cc(C)c(Br)cc2C)CC1
 : i | i
> CC(Oc1ccc(Br)cc1)C(=O)Nc1cc(S(=O)(=O)N2CCOCC2)ccc1N1CCCC1 (configuration not stated)
 : i | i
> Cc1[nH]c2ccccc2c1SCc1nnc(SCc2ccc(Cl)cc2)n1C
 : i | i
> Cc1nc(C)n(C(Oc2ccc(Cl)cc2Cl)C(=O)C(C)(C)C)n1 (configuration not stated)
 : i | i
> COc1ccc(CCNC(=O)CC2SC(=NCc3ccccc3OC)NC2=O)cc1 (configuration not stated)
 : i | i
> COc1ccccc1C(=O)NC(=O)COC(=O)c1cc[n+]([O-])cc1
 : i | i
> Cc1[nH]n(C(N)=S)c(=O)c1C(c1ccccc1)C(C#N)C#N (configuration not stated)
 : i | i
> COc1ccccc1N1CCN(C(=O)C(Sc2ccccc2)c2ccccc2)CC1 (configuration not stated)
 : i | -5.7*
> CCN(CC)C(=O)c1ccc(NS(=O)(=O)c2ccccc2)cc1
 : i | i
> COc1cccc(C(=O)OCC(=O)NC(=O)NC2CCCC2)c1O
 : i | i
> COC(=O)[C@H](CC(C)C)NC(=O)NCCCc1ccccc1
 : i | i
> O=C(O)/C=C/C(=O)Nc1ccc(OC(F)F)cc1
 : i | i
> CCCNc1nc(C)cc(-c2cc(-c3ccccc3)on2)n1
 : i | i
> CN(C)/C(CN1CCCCC1)=C1\N=C(c2ccccc2)OC1=O
 : i | i
> O=C(O)CCCC(=O)Nc1nc2n(n1)C(c1ccc(F)cc1)CC(c1ccc(Cl)cc1)N2 (configuration not stated)
 : i | i

# Of the compounds above, 3 contain an NH in an aromatic ring.
# Below each compound – CHT block | KCNQ2 block
> CC1=NN(c2nc3ccccc3[nH]2)C(=O)C1Cc1ccccc1 (configuration not stated)
 : i | i
> Cc1[nH]c2ccccc2c1SCc1nnc(SCc2ccc(Cl)cc2)n1C
 : i | i
> Cc1[nH]n(C(N)=S)c(=O)c1C(c1ccccc1)C(C#N)C#N (configuration not stated)
 : i | i

# Carrying on:
# Below each compound – CHT block | KCNQ2 block
> C/C=C(\CS(=O)(=O)c1ccccc1)S(=O)(=O)c1ccccc1
 : i | i
> CCc1ccccc1NC(=O)CSc1n[nH]c(C)c1[N+](=O)[O-]
 : i | i
> Cc1cnc(C(=O)OC(C(=O)Nc2cc(C(F)(F)F)ccc2Cl)c2ccccc2)cn1 (configuration not stated)
 : i | i
> COc1ccccc1OCCNC(=O)c1ccco1
 : i | i
> O=S1(=O)CCN(OCc2ccc(Cl)cc2)CC1
 : i | i
> CN(C)CC(C)(C)CNC(C(=O)Nc1ccc(Cl)cc1C(F)(F)F)c1ccccc1 (configuration not stated)
 : i | i
> Cc1ccc2[nH]c3c(c2c1)CN(C(=O)CN1CCN(Cc2ccc4c(c2)OCO4)CC1)CC3
 : -5.6* | i
> CC1(C)CC(=O)C2=C(C1)Nc1ccccc1NC2c1ccc(F)cc1 (configuration not stated)
 : i | i
> CN(C)S(=O)(=O)c1ccc(C(=O)N2CCOCC2)cc1
 : i | i
> CCOc1ccc(Nc2c3ccccc3nc3ccccc23)cc1
 : i | i
> CC(=O)c1cn(CC(=O)Nc2ccccc2Cl)c2ccccc12
 : i | i
> Cc1sc(NC(=O)CN(Cc2ccc(F)cc2)C(=O)C(C)C)c(C(N)=O)c1C
 : i | i
> CCOC(=O)CN(Cc1sccc1C)C(=O)Nc1cccc(OC)c1
 : i | i
> COc1ccc(S(=O)(=O)N(CC(=O)NC2CC3CCC2C3)c2ccccc2OC)cc1 (configuration not stated)
 : i | i
> Cc1ccccc1C(=O)N/N=C/c1cccc2ccccc12
 : i | i
> CCCc1[nH]nc2c1C(c1ccc(OC)c(Cn3nnc4ccccc43)c1)C(C#N)=C(N)O2 (configuration not stated)
 : i | i
> O=C(NC1(C(F)(F)F)NC(=O)N(c2ccc(F)c(Cl)c2)C1=O)c1ccncc1 (configuration not stated)
 : i | i
> CC(C)(C)C(=O)Nc1ccc(S(=O)(=O)Nc2nccs2)cc1
 : i | i
> C#CCOCCOCCOCCNc1nc(N2CCN(C(=O)[C@H]([C@@H](C)CC)n3cc([C@@H](N)CO)nn3)CC2)nc(N2CCN(C(=O)[C@H](CCCCN)n3cc([C@@H](N)CC(C)C)nn3)CC2)n1
 : i | i
> O=C(CSc1nnc(C2COc3ccccc3O2)o1)N1CCCc2ccccc21 (configuration not stated)
 : i | i
> CN1C(=O)C(CC(=O)Nc2ccc3c(c2)Cc2ccccc2-3)N(C)C1=O (configuration not stated)
 : i | i
> CCc1nc(NCC2CCCO2)c(C#N)c2c1COC(C)(C)C2 (configuration not stated)
 : i | i
> CC(=O)Nc1cccc(NC(=O)CSc2nc(=O)n3cccc(C)c3n2)c1
 : i | i
> COc1cccc(-c2nc(CS(=O)(=O)CC(=O)N3CCN(C4CCCCC4)CC3)c(C)o2)c1
 : i | i
> O=C(NC(=S)Nc1ccc2ncccc2c1)c1ccccc1
 : i | i
> CN(C)c1ccc(CN(C(=O)/C=C/c2ccccc2Cl)C2CCS(=O)(=O)C2)cc1 (configuration not stated)
 : i | i
> O=C1c2ccsc2SCCN1Cc1cccc(Cl)c1
 : i | i
> Cc1ccc(-n2c(Cc3cccs3)nnc2SCC(=O)OC(C)C)cc1
 : i | i
> O=c1ccc(NS(=O)(=O)c2ccccc2Cl)cn1Cc1ccc(Cl)c(Cl)c1
 : i | i
> Cc1cc(C2CC(=O)Nc3ccccc3S2)c(C)s1 (configuration not stated)
 : i | i
> Nc1nc(SCC(=O)Nc2cc(-c3ccccc3)nn2-c2ccccc2)n[nH]1
 : i | i
> CCOc1ccccc1NC(=O)c1oc2ccccc2c1NC(=O)C1CC1
 : i | i
> CCCCc1c(O)nc(SCC(=O)N2CCOCC2)n(-c2ccccc2C)c1=O
 : i | i
> Cc1nnc(N2CCOCC2)c2nn(-c3cccc(Cl)c3)c(C)c12
 : i | i
> COC(=O)C1CCN(C(=O)c2ccc3nccnc3c2)CC1
 : i | i
> COC(=O)N(C)c1nc2ccccc2s1
 : i | i
> COc1ccc(N2C(=O)CC(Cc3ccc(Br)cc3)C2=O)cc1 (configuration not stated)
 : i | i
> Cc1ccc(C)c(NC(=S)N(Cc2ccc(Cl)cc2)Cc2ccc(C(=O)O)cc2)c1
 : i | i
> O=C(NC1CCCCC1)c1ccc(N2CCOCC2)c([N+](=O)[O-])c1
 : i | i
> Cc1cccc(-n2c(C)cc(/C=N/NC(=O)c3ccc(CN4CCOCC4)cc3)c2C)c1
 : i | i

# Sorted by heavy-atom count (falling): 6 of the compounds above.
# Below each compound – CHT block | KCNQ2 block
> COc1cccc(-c2nc(CS(=O)(=O)CC(=O)N3CCN(C4CCCCC4)CC3)c(C)o2)c1
 : i | i
> Nc1nc(SCC(=O)Nc2cc(-c3ccccc3)nn2-c2ccccc2)n[nH]1
 : i | i
> CC(=O)Nc1cccc(NC(=O)CSc2nc(=O)n3cccc(C)c3n2)c1
 : i | i
> Cc1ccc(-n2c(Cc3cccs3)nnc2SCC(=O)OC(C)C)cc1
 : i | i
> Cc1nnc(N2CCOCC2)c2nn(-c3cccc(Cl)c3)c(C)c12
 : i | i
> COC(=O)C1CCN(C(=O)c2ccc3nccnc3c2)CC1
 : i | i

# (cont.)
# Below each compound – CHT block | KCNQ2 block
> C[C@H](NC(=O)Cc1ccccc1)C(=O)N1CCC2(CC1)NCCc1[nH]cnc12
 : i | i
> CCOC(=O)C1(Cc2ccc(OC)cc2)CCN(C(=O)C2=CCCC2)CC1
 : i | i
> Cc1ccc(NS(=O)(=O)c2cc3c(cc2C)NC(=O)CO3)cc1
 : i | i
> CCN(CC)S(=O)(=O)c1cc(NC(=O)CSc2nnc(-c3cccs3)o2)ccc1C
 : i | i
> O=C1C2C3C=CC(C3)C2C(=O)N1c1ccc2c(c1)CCC2 (configuration not stated)
 : i | i
> Cc1cccc(NC(=S)N(CCN(C)C)Cc2cc3cc(C)ccc3[nH]c2=O)c1
 : i | i
> O=C(O)c1c(-c2ccc(Cl)cc2)cn2ccccc12
 : i | i
> CCCc1cc(=O)n2[nH]c(C)c(-c3ccccc3)c2n1
 : -5.8* | i
> CC(NS(C)(=O)=O)C(c1cccs1)N1CCN(c2ccc(F)cc2)CC1 (configuration not stated)
 : i | i
> Cc1ccccc1N1C(=O)c2ccccc2N2C(=O)c3ccccc3C12 (configuration not stated)
 : i | i
> NS(=O)(=O)c1ccc(NC(=O)CSc2nc3ccccc3[nH]2)cc1
 : i | i
> Cc1ccc(Oc2cc(N3CCOCC3)nc(-c3ccccc3)n2)cc1
 : i | x
> O=C(NC1CCN(C(=S)Nc2ccccc2)CC1)C1CCCCC1
 : i | i
> CC(C)CN(CCNC(=O)CN1C(=O)CSc2ccc(S(=O)(=O)N3CCOCC3)cc21)CC(C)C
 : i | i
> COCCSc1ccccc1C(=O)Nc1cc(C)cc(C)c1
 : i | i
> Cc1ccc(-c2ccc(=O)n(CC(=O)NCc3ccco3)n2)cc1
 : i | x
> Cc1cccc(-c2nc(=S)c3c(n2Cc2ccco2)CCCC3)c1
 : i | i
> Cc1ccc(S(=O)(=O)Oc2cccc(N3C(=O)C4CC=CCC4C3=O)c2)cc1 (configuration not stated)
 : i | i
> O=C(Cc1ccccc1)NC1CCN(C(=O)c2ccc([N+](=O)[O-])cc2)CC1
 : i | i
> CCc1onc(C)c1C(=O)O
 : i | i
> COc1cc(/C=N/n2c(C3CCCCC3)n[nH]c2=S)ccc1O
 : i | i
> NC(=S)Nc1nc2ccccc2s1
 : i | i
> CCc1ccccc1NC(=O)CSc1nnc(Cn2cnc3ccccc32)o1
 : i | i
> COc1ccc(C(=O)NCC(=O)OCC(=O)Nc2cccc(S(=O)(=O)N3CCCC3)c2)cc1
 : i | i
> O=C1CSC(c2ccc(F)cc2)N1c1nc2ccccc2s1 (configuration not stated)
 : i | i
> CC(C)CN(C(=O)COC(=O)CCCc1c[nH]c2ccccc12)c1c(N)n(Cc2ccccc2)c(=O)[nH]c1=O
 : i | i
> Cc1ccc(S(=O)(=O)NCC(=O)OC2CCOC2=O)cc1 (configuration not stated)
 : i | i
> CCOc1[nH]n(-c2ccccc2)c(=O)c1C=Nc1ccc(C(=O)OC)cc1
 : i | i
> CCN(CC)C(=O)C(Sc1nnnn1-c1ccc(O)cc1)c1ccccc1 (configuration not stated)
 : i | -6.1*
> O=C(CSc1nncs1)Nc1ccc2[nH]c(=O)[nH]c2c1
 : i | i
> Cc1cc(C)n(CCC(=O)N/N=C/c2ccc(Cl)c([N+](=O)[O-])c2)n1
 : i | i
> Cc1ccc(NC(=S)NNC(=O)c2ccco2)cc1
 : i | i
> COc1ccc(NC(=O)c2cccs2)cc1C(=O)N1CCN(c2ccccc2)CC1
 : i | i
> CC1=C(C(=O)OC2CCCCCC2)C(c2ccc(C)o2)C2=C(CCCC2=O)N1 (configuration not stated)
 : i | i
> COc1ccccc1NC(=O)COC(=O)c1oc2ccccc2c1C
 : i | i
> Cc1ccc(Cn2cc(/C=N/Nc3ccc([N+](=O)[O-])cn3)c3ccccc32)cc1
 : i | i
> CC(=O)C1=C(O)C(=O)N(Cc2cccnc2)C1c1ccc(Cl)cc1Cl (configuration not stated)
 : i | i
> CC(C)Sc1nc2c(c(=O)[nH]c(=O)n2C)n1Cc1ccc(Cl)cc1
 : i | i
> Cc1ccc(S(=O)(=O)N2CC(O)C2)cc1
 : i | i

# Screening results from PubChem BioAssay.
